Compound activity: PubChem BioAssay, The Scripps Research Institute Molecular Screening Center
M5 ag = CHRM5 agonism in calcium assay. P08912. CHO-K1 hM5 cells, Fluo-8 calcium fluorescence; 0% DMSO wells, 100% maximal acetylcholine response. activation, % at 3 µM. actives 0.19% (n = 360,000). AID 624037;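 active = activation above the run's mean over test compounds plus 3 SD, cut at about 23% in these data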;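 note: signal is peak over basal fluorescence ratio across the kinetic read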
Target sequence (P08912 whole entry, looked up): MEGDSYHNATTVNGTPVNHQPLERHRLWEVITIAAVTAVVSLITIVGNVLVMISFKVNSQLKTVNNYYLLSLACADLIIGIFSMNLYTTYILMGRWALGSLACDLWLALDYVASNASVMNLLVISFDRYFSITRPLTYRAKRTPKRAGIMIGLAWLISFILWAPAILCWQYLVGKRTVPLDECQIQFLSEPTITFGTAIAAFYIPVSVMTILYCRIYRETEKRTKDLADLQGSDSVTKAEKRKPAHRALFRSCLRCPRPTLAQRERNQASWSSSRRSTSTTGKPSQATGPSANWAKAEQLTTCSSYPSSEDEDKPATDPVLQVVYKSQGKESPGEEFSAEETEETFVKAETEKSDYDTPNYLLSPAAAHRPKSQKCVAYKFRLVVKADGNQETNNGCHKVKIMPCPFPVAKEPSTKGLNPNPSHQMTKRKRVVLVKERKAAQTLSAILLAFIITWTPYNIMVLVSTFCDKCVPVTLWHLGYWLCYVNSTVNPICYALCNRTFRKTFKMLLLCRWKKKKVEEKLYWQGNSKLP
TAAR1 agonist = agonists of human TAAR1. actives 0.99% (n = 360,000). CHO RD-HGA16 TAAR1, Fluo-8 calcium fluorescence; vehicle wells 0%, saturating PEA agonist 100%. activation, % at 3 µM;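 active = activation above the mean activation of all test compounds in the run plus 3 SD, cut at about 38% in these data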
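System: CHO RD-HGA16 cells carrying human TAAR1 plus Gα16; Incubation: 17-24 h seeding, 75 min 37 °C dye, 30 min RT; Measured by: Fluo-8 fluorescence, 5 s baseline then 140 s kinetic read; Control set: DMSO and PEA EC100; Replication: single well for each compound.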
CHRM5 antagonist = CHRM5 antagonism in calcium assay | actives 0.59% (n = 360,000) | P08912 | inhibition, % at 3 µM | CHO-hM5 cells, Fluo-8 calcium fluorescence, ACh EC80;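 active = inhibition above a per-plate cutoff, the mean of that plate's test compounds plus 3 SD, cut at about 27% in these data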;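 note: 0% = acetylcholine EC80 with DMSO and 100% = DMSO without agonist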
CHRM4 agonist = CHRM4 agonism in calcium assay; P08173; CHO-K1 hM4/Gqi5, Fluo-8 calcium fluorescence; vehicle 0%, full acetylcholine response 100%; activation, % at 3 µM; actives 0.14% (n = 360,000); AID 624127;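 active = activation above the run mean over all test wells plus 3 SD, cut at about 32% in these data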;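 note: peak over basal fluorescence ratio per well then scaled between controls; 0% = DMSO wells and 100% = acetylcholine at EC100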
Target sequence (P08173 whole entry, looked up): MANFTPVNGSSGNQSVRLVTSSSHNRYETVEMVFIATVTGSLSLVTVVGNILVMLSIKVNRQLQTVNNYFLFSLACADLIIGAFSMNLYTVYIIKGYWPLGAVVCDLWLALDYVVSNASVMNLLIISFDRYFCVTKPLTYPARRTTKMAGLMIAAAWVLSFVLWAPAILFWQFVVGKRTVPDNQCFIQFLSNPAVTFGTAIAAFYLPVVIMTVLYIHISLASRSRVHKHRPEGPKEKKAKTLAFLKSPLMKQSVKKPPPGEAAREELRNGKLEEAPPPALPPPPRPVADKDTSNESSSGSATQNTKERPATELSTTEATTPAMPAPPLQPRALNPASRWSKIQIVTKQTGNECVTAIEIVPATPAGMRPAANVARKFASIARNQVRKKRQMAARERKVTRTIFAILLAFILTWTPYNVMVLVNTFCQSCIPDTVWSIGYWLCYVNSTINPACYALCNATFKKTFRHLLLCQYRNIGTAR
M1 ag = activates human CHRM1 receptor | P11229 | CHO-K1 hM1, Fluo-8 calcium fluorescence, agonist mode; 0% DMSO, 100% acetylcholine EC100 | activation, % at 3 µM | actives 0.33% (n = 360,000);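 active = activation above the run's mean compound activation plus 3 SD, cut at about 16% in these data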;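 note: peak over basal fluorescence ratio within a 140 s kinetic read after compound addition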
M1 antag = blocks human M1 muscarinic receptor; P11229; CHO-K1 hM1, Fluo-8 calcium fluorescence, ACh EC80 antagonist; inhibition, % at 3 µM; actives 1.3% (n = 360,000); AID 588852;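 active = percent inhibition above its own plate's cutoff, namely the mean of that plate's compound wells plus 3 SD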;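 note: peak over basal fluorescence ratio during 140 s after agonist addition; 0% = ACh EC80 plus DMSO and 100% = DMSO alone without agonist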
M5 PAM = CHRM5 positive allosteric modulation; P08912; CHO-K1 hM5, Fluo-8 calcium, ACh EC20 PAM; 0% = ACh EC20, 100% = ACh EC100; activation, % at 3 µM; actives 0.3% (n = 360,000);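 active = activation above the run cutoff, the mean activation of all test compounds plus 3 SD, cut at about 18% in these data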
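system = human M5 receptor in CHO-K1 cells | reagent = EC20 acetylcholine as agonist stimulus | compound dosing = single-point, 3 µM nominal | incubation = Fluo-8 loading 80 min at 37 °C plus 30 min room temperature | detection = Fluo-8 calcium dye fluorescence, kinetic read | benchmarks = low control EC20 acetylcholine (0%), high control EC100 acetylcholine (100%)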
CHRM1 PAM = human CHRM1 positive allosteric modulation. actives 0.088% (n = 360,000). CHO-K1 hM1, Fluo-8 calcium fluorescence, ACh EC20; 0% = ACh EC20, 100% = maximal ACh. activation, % at 3 µM. P11229; in the data active = activation above about 19%, passing the limit was not always enough
CHRM4 antagonist = antagonists of human muscarinic M4 receptor (CHRM4); P08173; CHO-hM4 cells, ACh EC80, Fluo-8 calcium fluorescence; inhibition, % at 3 µM; actives 0.73% (n = 360,000);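 active = inhibition above its plate's cutoff, the mean inhibition of sample wells plus 3 SD, cut at about 27% in these data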;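 note: 0% = acetylcholine EC80 with DMSO and 100% = DMSO without agonist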
Active calls of the source: *; / = not tested or not shown. Not all compounds are listed; rates above refer to the full screens.

SMILES	M5 ag	TAAR1 agonist	CHRM5 antagonist	CHRM4 agonist	M1 ag	M1 antag	M5 PAM	CHRM1 PAM	CHRM4 antagonist
CN(C)c1ccccc1-c1cc(NC=O)c2ncc(-c3cccc(C(F)(F)F)c3)n2c1	2	1	-4	4	-7	-2	0	-2	-5
O=C(CSc1ccc(-c2ccco2)nn1)Nc1ccc(F)cc1F	-2	1	-4	5	-1	-7	3	6	0
COc1ccc2sc(NCc3ccccc3)nc2c1	-4	7	2	3	-3	-6	-1	9	-2
Cc1cccc(C(=O)NCC(=O)NCC(c2cccs2)N2CCOCC2)c1 (stereo not drawn)	2	1	1	0	-2	-26	-2	8	-4
Cn1c(SCC(=O)Nc2cccc(NC(=O)c3cccs3)c2)nnc1-c1ccncc1	-9	10	-9	2	-6	-19	4	5	-22
CCOc1cccc(-c2c(C(=O)N/N=C/c3ccoc3)nnn2-c2nonc2N)c1	1	83*	1	1	9	-5	5	12	7
N#Cc1cc2c(nc1SCC1COc3ccccc3O1)CCC2 (stereo not drawn)	-5	1	2	-1	-5	6	-14	-8	-13
COC(=O)[C@]1(C)N[C@H](CN(C)C(=O)c2ccccc2)[C@@H]2C(=O)N(Cc3ccccc3)C(=O)[C@@H]21	0	0	0	1	-4	-9	-3	8	-11
COc1ccccc1C(=O)NC(CCSC)C(=O)NNC(=O)c1ccccc1C (stereo not drawn)	-2	7	-5	1	-1	2	6	9	-9
COC(C[C@@H]1O[C@@H]1[C@H](O)[C@H](C)OCc1ccccc1)OC	0	14	5	4	-4	9	-3	-6	3
Fc1cccc(Cl)c1C1SCc2nc3ccccc3n21 (stereo not drawn)	-5	3	12	4	6	-8	-21	15	14
CC1=NNC(=O)C1CC(=O)N/N=C/C(Br)=C/c1ccccc1 (stereo not drawn)	4	3	-11	0	-2	-12	15	10	-1
O=C(O)c1cc2c(cn1)[nH]c1ccccc12	-4	5	8	0	-3	6	-6	-1	-1
COc1ccccc1CNC(=O)c1oc2ccc(S(=O)(=O)N3CCCC3)cc2c1C	-6	/	-3	8	-4	-25	-1	7	-20
O=C(c1ccc(=O)[nH]c1)N1CCN(S(=O)(=O)c2ccc(Cl)cc2)CC1	-5	-1	2	2	-3	-18	0	12	-25
COCCN1CCN(c2cc(-c3ccccc3)nc3cc(-c4cccc(F)c4)nn23)CC1	2	10	0	7	-4	2	-8	-2	4
Clc1ccccc1Cn1nnc2c(N3CCCC3)ncnc21	-4	2	13	0	-1	7	-8	-8	0
COc1ccc(Nc2ncnc3sc(-c4ccccc4)cc23)cc1OC	-7	1	4	3	-11	18	-12	-12	4
CC(C)NC(=O)C1(C)CCCCN1Cc1ccc(OCc2ccccc2)cc1 (stereo not drawn)	0	4	5	-2	-8	-1	-2	5	-7
O=C(OCC(=O)c1cccs1)c1ccc(NC(=O)c2ccco2)cc1	2	17	-3	4	-2	12	-4	-5	2
CN(C(=O)CSc1ccc2c(c1)OCCO2)c1ccccc1	-1	1	3	0	-4	6	2	-4	8
CC(C)(C)NC(=O)C[C@H]1C[C@H](C(=O)N2CCCCC2)[C@@]2(C)c3[nH]c4cc(-c5ccco5)ccc4c3CCN2C1=O	3	2	-8	3	-5	-18	6	9	-12
CCOC(=O)C(Cc1c(F)cccc1Cl)c1ccno1 (stereo not drawn)	-6	-1	23	-2	-4	25	-8	1	-3
COC(=O)C1=C(C)N(Cc2cccnc2)C(=O)C1	0	11	5	0	-5	1	2	3	3
O=C(/C=C/c1ccc(F)cc1)NNC(=O)CCN1CCN(Cc2ccccc2)CC1	-5	0	6	2	-7	5	0	-4	-20

New compounds follow
SMILES	M5 ag	TAAR1 agonist	CHRM5 antagonist	CHRM4 agonist	M1 ag	M1 antag	M5 PAM	CHRM1 PAM	CHRM4 antagonist
Cc1ccc2cc(NC(=O)Cc3ccccc3)ccc2n1	5	0	-7	0	-3	-4	13	2	11
CC(=O)c1ccc(OCCCC(=O)NC2CCCc3ccccc32)cc1 (stereo not drawn)	0	1	2	2	-4	-10	-2	4	-1
O=C(NCc1cccs1)c1cc(C2CC2)on1	-2	1	-8	0	-5	-9	10	4	-21
CC(C)N(C(=S)NCc1ccccc1)C(C)C	-2	5	-1	0	-5	13	2	-7	-7
Cc1cc(C)n2c(SCC(=O)N3CCN(S(=O)(=O)c4ccc(Cl)cc4)CC3)nnc2n1	-2	8	-1	0	-4	-12	4	11	2
Cc1cc(S(=O)(=O)N2CCOCC2)ccc1OCC(=O)Nc1cccc(F)c1	3	3	-3	13	1	-10	0	0	-8
C=CCc1cc(C=O)cc(OCC)c1OCc1ccc(Cl)cc1	-4	14	2	-1	-6	0	-11	-4	-10
COc1cccc(C(=O)Nc2cccc(S(=O)(=O)NC3=NCCC3)c2)c1	1	1	5	2	-3	2	-6	1	3
O=C(COC(=O)CCN=C1NS(=O)(=O)c2ccccc21)NNC(=O)c1ccccc1	2	2	-3	1	-1	-9	4	4	1
Cn1c(=O)c2c(nc(N3CCOCC3)n2CCNC2=NCCC2)n(C)c1=O	-1	8	-4	0	-5	7	-3	-3	-1
CCOC(=O)N1CCC(N2C(=O)c3ccccc3C2Nc2ccccc2C)CC1 (stereo not drawn)	-2	-2	4	1	-10	-9	-4	-1	-5
COc1ccc(NC(=O)N(C)C[C@H]2Oc3ccc(NC(=O)c4ccncc4)cc3C(=O)N([C@H](C)CO)C[C@@H]2C)cc1	2	14	4	4	-1	-5	8	10	0
CC(C)[C@@H]1COC(c2cccc(C3=N[C@H](C(C)C)CO3)c2)=N1	-1	18	18	2	-5	2	1	1	7
COCCN(Cc1cc2cc(C)ccc2n2nnnc12)C(=S)Nc1ccc(OC)cc1	2	0	9	0	-3	-9	-2	4	2
Cc1nc(SCC(=O)Nc2sccc2C(N)=O)c2c(C)c(C)sc2n1	2	2	-2	10	0	3	1	-6	2
COc1cccc(N2CCN(C(=O)CCNS(=O)(=O)c3ccc(F)c(F)c3)CC2)c1	-1	3	3	2	1	9	0	8	12
CN1CCN(CC(O)(c2ccc(Cl)cc2)c2ccc(Cl)cc2)CC1	-8	19	36*	12	-12	72*	-15	-34	17
O=C(COC(=O)c1cccnc1Cl)NCCCc1ccccc1	2	1	5	1	-5	1	-8	2	-9
COc1ccc(C(=O)N/N=C/c2ccc(OC)c(COc3c(F)c(F)cc(F)c3F)c2)cc1	-5	0	11	4	-4	-6	2	-1	-4
CN(Cc1ccccc1)C(=O)c1cc(-c2ccc(Br)cc2)on1	-4	12	16	0	-6	10	-6	-10	3
CCOC(=O)Cc1csc(NC(=O)NC2(C(F)(F)F)Oc3ccccc3O2)n1	3	17	5	2	-1	3	-5	-2	-6
CCC(=O)Nc1cccc(C(=O)N(Cc2ccccc2)Cc2ccccc2)c1	0	3	7	8	-2	15	-6	-7	-7
O=C(NC(=O)c1ccccc1)C1=C(N2CCCC2)COC1=O	2	3	1	1	-1	-5	10	5	-11
N=c1c2c3c(sc2ncn1CCCN1CCOCC1)CCCCC3	-4	4	-4	1	-6	1	4	3	11
CCOc1cc(CNn2cnnc2)ccc1OCC(=O)NC1CCCCC1	0	5	5	1	0	-3	-6	1	11

Looked up above:
M5 ag result of O=C(COC(=O)c1cccnc1Cl)NCCCc1ccccc1 → 2
M1 antag result of CN1CCN(CC(O)(c2ccc(Cl)cc2)c2ccc(Cl)cc2)CC1 → 72*
TAAR1 agonist result of COc1ccc(NC(=O)N(C)C[C@H]2Oc3ccc(NC(=O)c4ccncc4)cc3C(=O)N([C@H](C)CO)C[C@@H]2C)cc1 → 14

Further entries:
SMILES	M5 ag	TAAR1 agonist	CHRM5 antagonist	CHRM4 agonist	M1 ag	M1 antag	M5 PAM	CHRM1 PAM	CHRM4 antagonist
CC1CC(C)CN(C(=O)C(C)N(C)CC(=O)Nc2ccc(Cl)cc2)C1 (stereo not drawn)	-3	1	-4	2	-2	-1	5	2	-11
O=C1c2ccccc2S(=O)(=O)c2cc(N3CCOCC3)ccc21	-2	18	12	2	-9	3	-1	-3	-6
CCOc1nc(-c2ccccc2)c2cc(Br)ccc2n1	1	-2	-5	-1	-4	-15	4	10	-4
O=C(NCCN1CCN(C(=O)c2ccc(F)cc2)CC1)c1ccc(F)cc1	-5	1	1	1	-6	-6	-2	11	-12
CC(C)CNC(=O)c1cccc(NC(=O)COc2cccc([N+](=O)[O-])c2)c1	2	4	22	10	-3	5	-12	1	16
COc1ccc(S(=O)(=O)CCC(=O)N2CCN(c3ccccc3F)CC2)cc1	-3	9	9	2	-7	-9	-5	8	-3
COc1cccc(C(=O)NC2CC3CCCC(C2)N3CC(=O)Nc2ccc(N(C)C)cc2)c1 (stereo not drawn)	-1	8	1	5	-4	4	-12	1	0
O=C(NC1CCCCC1)c1nn2c(C(F)(F)F)cc(-c3ccco3)nc2c1Br	2	1	-3	1	0	-23	3	4	-6
CCc1ccc(NC(=O)Cc2ccc(-n3cccc3)cc2)cc1	1	5	-1	0	-3	-8	1	8	4
Cc1nnc(-c2cccc(Br)c2)c2cn(-c3ccccc3Cl)nc12	-1	10	4	3	-4	5	-6	-4	3
N#Cc1cc2cc3c(cc2nc1NCCNC(=S)NCCCN1CCOCC1)OCO3	-8	-1	-6	1	-7	-11	6	10	-10
COCCC(=O)N1CCC(Oc2ccc(C(=O)N3CCCC(CCCO)C3)cc2)CC1 (stereo not drawn)	-4	3	6	4	-3	-6	1	5	-2
CCCCn1nnnc1C(c1cc2ccccc2o1)N1CCN(c2cc(C)nc3ccccc23)CC1 (stereo not drawn)	-6	1	-1	0	/	/	-13	/	-14
CC(C)(C)c1ccc(C2(C)NC(=O)N(CC(=O)Nc3ccc4c(c3)OCO4)C2=O)cc1 (stereo not drawn)	4	17	5	4	1	-13	-6	2	9
CCc1cccc(C)c1N1C(=O)CC(C)(C)CC1=O	-2	4	18	6	-2	-12	-15	5	-7
N#Cc1cnc2cc(-c3ccccc3)nn2c1N	-6	0	12	1	-6	-12	-2	4	6
Cn1cnc2cc(NC(=O)c3ccc(Cl)cc3)ccc21	0	0	5	1	-2	-8	-4	4	-10
COc1ccc(C2=NN(C(=O)CSc3nc4ccccc4s3)C(c3ccc(OC)cc3)C2)cc1 (stereo not drawn)	-1	4	1	0	-6	-2	-4	-1	-3
CCOc1cc(/C=N/NC(=O)C(=O)N/N=C/c2ccc(O)c(OCC)c2)ccc1O	-2	12	20	8	0	12	-17	-12	4
CCN1CCN(CC(=O)c2c[nH]c3ccccc23)CC1	-4	3	1	1	-5	-26	2	6	-4
CCOC(=O)c1c(C)n(OC)c2ccc3c(no[n+]3[O-])c12	-1	2	10	2	-3	-7	-1	5	4
CC(=O)Oc1ccccc1C1=NN(C(=O)/C=C/c2ccccc2)C(c2ccccc2)C1 (stereo not drawn)	0	1	13	1	-6	23	-5	-10	5
